UBC13 inh – inhibitors of human UBC13 polyubiquitin chain formation. P61088. TR-FRET. inhibition, % at 20 µM. 330,000 compounds, 0.47% hits. AID 485273; in the data active = inhibition above about 45%, passing the limit was not always enough
SENP8 block-1 – SENP8 protease inhibition | Q96LD8 | purified SENP8, Z-RLRGG-aminoluciferin cleavage, luminescence | inhibition, % at 10 µM | 330,000 compounds, 1.2% hits | AID 2540; in the data active = inhibition above about 50%
Target sequence (Q96LD8 whole entry, looked up): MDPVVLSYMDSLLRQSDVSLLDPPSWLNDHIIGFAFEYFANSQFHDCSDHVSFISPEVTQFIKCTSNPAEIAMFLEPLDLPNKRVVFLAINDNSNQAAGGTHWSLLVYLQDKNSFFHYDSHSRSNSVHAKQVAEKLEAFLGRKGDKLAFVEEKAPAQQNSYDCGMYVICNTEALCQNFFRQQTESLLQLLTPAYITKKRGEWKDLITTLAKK
SENP1 inh – inhibitors of human SENP1 SUMO protease catalytic domain; recombinant SENP1 catalytic domain, CyPet-SUMO1-YPet FRET cleavage; inhibition, % at 10 µM; Q9P0U3; AID 624204; 360,000 compounds, 0.21% hits;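 active = inhibition at least 30% at 10 µM, raw YFP signal under a set limit, fluorescence ratio 0.5 to 1.5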;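 note: 0% = enzyme with DMSO and 100% = no enzyme wells; some results filed as inactive read as strong as hits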
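Material – human SENP1 catalytic domain · Input – SENP1 enzyme, 20 pM final · Compound dosing – single concentration of 10 µM compound, 0.5% DMSO final · Timing – enzyme reaction for 50 min at room temperature, dark · Measured by – FRET fluorescence in CFP and YFP emission channels · Control set – no-enzyme wells low, DMSO-plus-enzyme wells high control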
SENP8 block-2 – SENP8 (human) protease inhibition | Q96LD8 | recombinant SENP8, Nedd8 substrate fluorescence | inhibition, % at 20 µM | 360,000 compounds, 0.64% hits | AID 602440; in the data active = inhibition mostly above about 40%, no sharp cut-off; inactive = mostly below about 27%
SENP6 inh – inhibitors of human SENP6 protease; 330,000 compounds, 1.8% hits; Q9GZR1; AID 2599; inhibition, % at 10 µM; Recombinant SENP6 catalytic domain, aminoluciferin luminescence;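 active = inhibition above about 50% at the single tested dose, limit read from the data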;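 note: plate controls were DMSO wells with enzyme for no effect and DMSO wells lacking enzyme for full effect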
SENP7 inh – blocks the human protease SENP7. recombinant SENP7, Z-RLRGG-aminoluciferin luminescence, 40 min. inhibition, % at 5 µM. 330,000 compounds, 1.5% hits;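 active = inhibition above about 50% at the single test dose, limit read from the data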;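 note: plate controls were DMSO with enzyme for no effect and no enzyme buffer wells for full effect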
Target sequence (Q9BQF6 706-1050 limits assumed): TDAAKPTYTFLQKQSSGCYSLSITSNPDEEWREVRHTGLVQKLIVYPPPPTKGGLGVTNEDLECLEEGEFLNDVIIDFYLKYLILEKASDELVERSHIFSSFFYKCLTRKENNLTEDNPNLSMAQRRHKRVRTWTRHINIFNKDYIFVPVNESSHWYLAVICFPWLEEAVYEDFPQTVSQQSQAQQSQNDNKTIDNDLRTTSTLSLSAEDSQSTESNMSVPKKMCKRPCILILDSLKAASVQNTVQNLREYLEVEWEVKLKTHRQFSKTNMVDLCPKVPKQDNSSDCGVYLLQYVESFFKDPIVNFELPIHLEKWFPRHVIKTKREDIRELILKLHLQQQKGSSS
Apaf1 inhib – human Apaf-1 inhibition; O14727; reconstituted apoptosome caspase-3 activity, DEVD-Rh110 fluorescence; inhibition, % at 20 µM; 330,000 compounds, 0.71% hits; active = inhibition of at least 40% at 20 µM;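 note: plate controls were DMSO wells for no effect and DEVD-CHO caspase inhibitor wells for full effect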
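Material: biochemical Apaf-1 apoptosome reconstitution. Medium: Hepes buffer, pH 7.5. Also added: cytochrome c activation, bis-DEVD rhodamine 110 substrate. Timing: 30 min compound preincubation, 50 min activation, room temperature. Measured by: rhodamine 110 fluorescence at Ex 480/Em 540 nm.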
A3G deaminase – APOBEC3G (human) deaminase inhibition; Q9HC16; recombinant A3G, ssDNA deamination FAM/TAMRA fluorescence; inhibition, % at 20 µM; 330,000 compounds, 0.28% hits; AID 493012;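 active = inhibition of at least 40% at 20 µM, with no more than 30% in the related APOBEC3A deaminase screen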;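 note: plate controls were DMSO wells with A3G for no effect and wells lacking A3G enzyme for full effect; some compounds called inactive have numbers as strong as hits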
Target sequence (Q9HC16 whole entry, looked up): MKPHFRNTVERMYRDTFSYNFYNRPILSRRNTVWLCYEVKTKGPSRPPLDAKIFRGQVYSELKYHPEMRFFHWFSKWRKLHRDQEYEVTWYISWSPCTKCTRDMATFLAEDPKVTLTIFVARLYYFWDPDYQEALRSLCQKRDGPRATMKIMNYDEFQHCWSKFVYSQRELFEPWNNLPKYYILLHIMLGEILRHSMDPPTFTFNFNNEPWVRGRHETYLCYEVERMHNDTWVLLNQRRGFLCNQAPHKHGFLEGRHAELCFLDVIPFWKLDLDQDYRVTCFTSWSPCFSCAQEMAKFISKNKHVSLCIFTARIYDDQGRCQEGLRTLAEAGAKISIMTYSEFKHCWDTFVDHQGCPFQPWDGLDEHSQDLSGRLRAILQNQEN
* = called active by the depositor; i = inactive; · = no result given.

SMILES,UBC13 inh,SENP8 block-1,SENP1 inh,SENP8 block-2,SENP6 inh,SENP7 inh,Apaf1 inhib,A3G deaminase
Cc1ccc(S(=O)(=O)N(C)c2ccc(OCc3cccc(C)c3)cc2)cc1,0,-4,1,12,-13,5,16,-5
CCOC(=O)N/N=C(\CCC(=O)O)c1cccs1,17,3,0,9,-7,1,-21,-7
CC(=O)N1CCN(CC(=O)Nc2ccccc2Sc2ccc(Cl)cc2)CC1,23,-7,1,9,-3,5,0,-7
Cc1ccc(NC(=O)COC(=O)C2CC2)cc1S(=O)(=O)N1CCOCC1,11,6,2,6,-2,-3,-3,-1
COc1ccc(C)cc1NS(=O)(=O)c1ccc2c(c1)NC(=O)C(C)S2 (stereo unspecified),-7,-3,2,0,16,2,35,31
CCOc1ccccc1Nc1nnc(SCC(=O)Nc2cc(C)on2)s1,-1,-1,-1,6,-4,-2,-2,2
O=c1c2cccc(Cl)c2nc2n1Cc1ccccc1-2,-2,18,0,-11,33,43,2,59*
NC(=O)c1ccc(N2CCN(S(=O)(=O)c3ccccc3)CC2)c([N+](=O)[O-])c1,18,-1,1,24,-14,4,4,-15
CCOC(=O)C1=C(N)Oc2cc(O)ccc2C1c1cccc(Cl)c1 (stereo unspecified),7,-10,-62,2,-3,-1,-1,-4
Nc1ccn(CC(=O)NCCc2ccccn2)c(=O)n1,-7,-2,2,6,3,-6,6,-6
O=C(c1ccccc1)N1CCN(c2ncnc3c(-c4ccccc4)nsc23)CC1,10,-3,3,-292,9,4,18,-6
Cc1nn(C(C)C(=O)Nc2ccccc2Cl)c(=O)c2nn(-c3ccccc3)c(C)c12 (stereo unspecified),-2,-5,-1,-4,-1,17,-8,-8

(more compounds)
SMILES,UBC13 inh,SENP8 block-1,SENP1 inh,SENP8 block-2,SENP6 inh,SENP7 inh,Apaf1 inhib,A3G deaminase
O=C(OCn1nnc2ccccc2c1=O)C1=COCCO1,-5,5,0,20,-10,-3,12,-2
CC1CCN(C(=O)C2CCCN(S(=O)(=O)c3ccc4c(c3)CC(C)N4C(=O)C3CC3)C2)CC1 (stereo unspecified),-3,-12,-2,7,-8,-15,17,-13
C[C@H]1CN=C(Nc2ccccc2)N1CC1CCCCC1,3,-5,-1,22,-1,-4,-2,-5
COC(=O)CNC(=O)COC(=O)Cc1ccc(Cl)cc1,-3,-4,1,6,-1,9,3,7
NC(=O)c1c(NC(=O)c2cnccn2)sc2c1CCCC2,8,-4,3,11,-18,-1,11,16
O=C(Nc1ccc(Br)cn1)C1CCN(S(=O)(=O)c2cccs2)CC1,-5,-5,1,14,-13,-4,-3,-3
COc1ccc(C=O)cc1Cn1c(=O)n(CCC(=O)NCc2ccco2)c(=O)c2sccc21,13,-3,1,4,3,-3,-18,-5
CCC(=O)Nc1ccc(S(=O)(=O)c2ccc(NC(=O)CC)cc2)cc1,-7,-1,-1,16,-9,-9,-7,-6
O=C(Nc1nc2ccccc2n1CCN1CCOCC1)c1cn(-c2ccccc2)nc1-c1ccccc1,-7,-1,-2,-246,-8,4,30,7
COc1cc(/C=N/OCC(=O)NC2CCCCC2)ccc1OCc1ccccc1,14,-5,-1,7,-2,2,23,-5
CCOC(=O)c1c(C(=O)OCC)c(C)n(CCc2ccc(OC)c(OC)c2)c1C,6,-5,1,-16,-10,-1,-2,-6
C/C(=N\NC(=O)c1nnn(-c2nonc2N)c1CN(C)c1ccccc1)c1ccccc1O,-14,5,-24,-3,1,9,15,-7

(list continues)
SMILES,UBC13 inh,SENP8 block-1,SENP1 inh,SENP8 block-2,SENP6 inh,SENP7 inh,Apaf1 inhib,A3G deaminase
COCCN(C(=O)CCC(=O)Nc1ccccn1)C(C(=O)NCCC(C)C)c1ccc(OC)cc1 (stereo unspecified),2,3,2,15,-4,-1,2,-2
O=C(Nc1ccc(-c2nnc(-c3ccccc3)o2)cc1)C1CCCO1 (stereo unspecified),8,34,-1,-282,48,60*,-11,-8
CC1(C)CCc2cc(-c3ccnc(=S)[nH]3)ccc2O1,5,2,-4,-234,-13,5,9,14
Cc1ccc(Cl)cc1N1CCN(Cc2nc3ccsc3c(=O)[nH]2)CC1,10,-4,-1,21,-3,5,7,-10
COc1ccc(-c2cc3nc(C)c(CCC(=O)N4CCN(c5ccccn5)CC4)c(C)n3n2)c(OC)c1,13,2,1,-378,5,-1,26,0
CCN1C(=O)[C@@H]2[C@@H](c3ccc(-c4ccc(Cl)c(Cl)c4)c(OC)c3)N3CCCC[C@@]3(C(=O)OC)[C@@H]2C1=O,-45,-2,0,0,-11,4,14,2
Nc1nc(SCC(=O)Nc2ccc([N+](=O)[O-])cc2)[nH]c(=O)c1NC(=O)c1ccc(Br)o1,-10,-8,2,9,-2,-6,5,-7
CC(C)NC(=O)c1ccc2c3n(nc2c1)-c1ccccc1CO3,-7,78*,-2,-112,77*,78*,4,-1
CC1CC(=O)Nc2ccccc2N1S(=O)(=O)c1cccc(Cl)c1 (stereo unspecified),-9,-13,0,2,-9,-1,1,-9
Cc1cc(C)cc(NC(=O)C(=O)NCCc2c[nH]c3ccccc23)c1,16,5,-1,3,-2,-1,9,-3
Cc1cc(C)c(NC(=O)C(C)(C)C)c(Cl)c1,6,-2,2,13,-20,-1,-9,-1
CCn1c(SCC(=O)NC2CCCCC2)nnc1-c1cc2cccc(OC)c2o1,4,3,-1,-8,-3,4,10,-1

Reprinted from the part before: 4 entries, followed by the next part.
SMILES,UBC13 inh,SENP8 block-1,SENP1 inh,SENP8 block-2,SENP6 inh,SENP7 inh,Apaf1 inhib,A3G deaminase
CC1CC(=O)Nc2ccccc2N1S(=O)(=O)c1cccc(Cl)c1 (stereo unspecified),-9,-13,0,2,-9,-1,1,-9
Cc1cc(C)cc(NC(=O)C(=O)NCCc2c[nH]c3ccccc23)c1,16,5,-1,3,-2,-1,9,-3
Cc1cc(C)c(NC(=O)C(C)(C)C)c(Cl)c1,6,-2,2,13,-20,-1,-9,-1
CCn1c(SCC(=O)NC2CCCCC2)nnc1-c1cc2cccc(OC)c2o1,4,3,-1,-8,-3,4,10,-1
CCN(CC)C(=O)C(=O)c1c(-c2ccccc2)[nH]c2ccccc12,-11,-10,1,10,-3,1,i,-6
O=C1NC(c2ccccc2)(C(F)(F)F)SC2=NCCCN12 (stereo unspecified),8,11,2,6,14,4,-13,0
CCc1ccc(NC(=O)CNC(=O)Cn2ccc3ccccc3c2=O)cc1,4,8,0,-33,-17,7,-4,-13
CN1CCN(S(=O)(=O)c2ccc(SCCOc3ccccc3)nc2)CC1,0,-4,0,10,5,4,2,-9
COc1ccc(NC(=O)CS(=O)(=O)c2ccc(F)cc2)cc1,4,-3,-1,8,9,-2,0,-8
Oc1ccc(-c2[nH]nc(-c3ccccc3)c2-c2nc3ccccc3[nH]2)cc1,0,4,0,-29,13,-1,8,-6
O=C(c1cnn2c(C(F)F)cc(-c3ccccc3)nc12)N1CCCc2ccccc21,0,-6,0,6,-16,-3,21,-5
CCOC(=O)CSC1=NC(=O)CS1,6,7,-3,6,7,0,-4,-2
CC1(c2nnc(Cc3ccccc3)o2)CC(c2ccc(C#N)cc2)=NO1 (stereo unspecified),4,2,4,0,-7,4,11,-10
O=C(O)CCCn1cc(NC(=O)COc2ccc([N+](=O)[O-])cc2)cn1,2,3,0,2,2,2,-3,-4
CCOCCOC(=O)C(C)Oc1ccc(Oc2ncc(Cl)cc2Cl)cc1 (stereo unspecified),11,-5,1,12,-9,-1,9,0
Cc1ccc(CNC(=O)CCS(=O)(=O)Cc2ccc(C)cc2)cc1,-5,7,1,4,-10,10,1,0

(further entries)
SMILES,UBC13 inh,SENP8 block-1,SENP1 inh,SENP8 block-2,SENP6 inh,SENP7 inh,Apaf1 inhib,A3G deaminase
O=C(NC(Cc1ccccc1)c1ccc2c(c1)OCCCO2)c1ccccc1 (stereo unspecified),-2,-8,0,12,-19,-8,-2,-7
COc1ccc(OCCCC(=O)Oc2ccc(OC)cc2)cc1,10,-1,0,1,-5,2,-7,-4
COc1ccc(Nc2cc(Cl)nc(N)n2)cc1OC,10,-2,-23,-3,17,0,1,-3
C[C@]12c3[nH]c4ccc(Cl)cc4c3CCN1C(=O)[C@@H](CC(=O)NCc1ccco1)C[C@@H]2C(=O)N1CCOCC1,·,·,0,1,·,-1,8,-1
COc1ccc(S(=O)(=O)Nc2cccc3c2O[C@@H](CN(C)Cc2ccc(C(=O)O)cc2)[C@@H](C)CN([C@H](C)CO)C3=O)cc1,-4,9,1,4,-11,9,8,-5
Cc1cc(C)n(-c2nc(SCCN(C)C)c3c4c(sc3n2)CCCC4)n1,30,-2,0,-54,-14,-4,6,-6
Brc1ccc(-c2csc(N/N=C/c3ccco3)n2)cc1,-1,-5,4,-4,-5,-1,-4,-6
CCOC(=O)c1c(NC(=O)C(=O)N/N=C/c2ccc(O)c(OC)c2)sc2c1CCCCC2,-9,-2,-1,-110,6,12,-1,3
COc1cccc(C2C3=C(CC(C)(C)CC3=O)Nc3cc(OC)c(OC)cc32)c1 (stereo unspecified),8,-4,-13,-410,-3,9,2,-3
COc1cc(N)ccc1NC(=O)c1cc2ccccc2o1,-11,-13,-1,6,-9,-19,3,1
CC(=O)N(c1cccc(Br)c1)c1nc(C)cc(C)c1C#N,5,0,4,34,-12,-2,-7,-7
COc1ccc2c(COC(=O)[C@H](C)NS(=O)(=O)c3ccccc3F)cc(=O)oc2c1,-11,-5,-29,-500,-8,-10,13,-6

Other records follow:
SMILES,UBC13 inh,SENP8 block-1,SENP1 inh,SENP8 block-2,SENP6 inh,SENP7 inh,Apaf1 inhib,A3G deaminase
CC(C)CC(NC(=O)C1CCC(=O)N1)C(=O)NC(CC(C)C)C(=O)N1CCCC1C(N)=O (stereo unspecified),-3,3,1,9,-5,-6,-17,10
COc1ccc(S(=O)(=O)N2CCCCCC2)cc1C(=O)Nc1cccc(C)n1,18,4,0,-12,-1,-8,23,-6
O=C(NCc1ccc2c(c1)OCO2)c1cc(-c2cc(Cl)ccc2O)n[nH]1,19,2,-1,19,-15,0,-27,-8
CCOc1ccccc1N1CCN(C(=O)NC(C)c2ccc(F)c(F)c2)CC1 (stereo unspecified),-2,-7,0,2,-8,-4,17,0
Cc1ccc(S(=O)(=O)N2CCC(C)CC2)c([N+](=O)[O-])c1,-2,3,1,14,-3,3,3,-7

Assay outcomes: PubChem BioAssay, Sanford-Burnham Center for Chemical Genomics
